Screening data from PubChem BioAssay.
FLuc counter = qHTS profiling assay for firefly luciferase inhibitor/activator using purifed enzyme and Km concentrations of substrates (counterscreen for miR-21 project). Luciferin 4-monooxygenase (Photinus pyralis), P08659. purified FLuc, Km substrates, luminescence inhibition. Potency, µM (top dose mostly 57.5 µM), without a hit: at the highest dose activity change, negative = inhibition, usual class: inhibitors. actives 6.9% (n = 360,000);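 also: potency is read from the fitted curve at half-maximal effect; plate controls were vehicle for no effect and reference inhibitor for full effect; nearly all actives have a fitted effect of over 55% in size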
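Purified P. pyralis luciferase, 10 nM final, with Km-level 10 uM D-luciferin and 10 uM ATP in 50 mM Tris acetate pH 7.5, 10 mM Mg acetate, 0.01% Tween-20, 0.05% BSA; 6-point qHTS titration about 60 µM downward; luminescence read.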
Tb PFK inh = qHTS Assay to Find Inhibitors of T. brucei phosphofructokinase; AID 485367, 2010; ATP-dependent 6-phosphofructokinase (Trypanosoma brucei brucei), O15648; T. brucei PFK, ADP-Glo luminescence; Potency, µM (series often up to 57.5 µM), for inactives: at the top dose activity, negative = inhibition, actives largely listed as inhibitors; actives 0.17% (n = 330,000);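 also: potency is read from the fitted curve at half-maximal effect; 0% = uninhibited 1x PFK enzyme wells and -100% = no-enzyme wells; nearly all actives have a fitted effect of over 60% in size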
Target sequence (O15648 whole entry, looked up): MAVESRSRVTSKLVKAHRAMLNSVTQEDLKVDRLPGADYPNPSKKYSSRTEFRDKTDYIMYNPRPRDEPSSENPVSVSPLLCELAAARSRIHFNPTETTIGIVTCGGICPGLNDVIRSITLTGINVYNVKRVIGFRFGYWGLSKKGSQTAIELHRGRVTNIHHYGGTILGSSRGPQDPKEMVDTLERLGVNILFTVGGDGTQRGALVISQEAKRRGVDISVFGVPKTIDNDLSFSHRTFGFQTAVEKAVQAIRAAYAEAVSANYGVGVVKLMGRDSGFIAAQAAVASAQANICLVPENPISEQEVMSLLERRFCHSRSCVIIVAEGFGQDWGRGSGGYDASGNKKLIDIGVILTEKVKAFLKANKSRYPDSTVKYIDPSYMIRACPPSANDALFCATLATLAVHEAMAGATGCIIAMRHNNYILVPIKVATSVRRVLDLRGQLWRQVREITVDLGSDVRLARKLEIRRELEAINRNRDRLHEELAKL
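Activity is normalized to no-enzyme wells (full inhibition) and 1.25 nM enzyme wells (no inhibition). Reaction: 0.5 mM F6P, 0.1 mM ATP, 45 min RT, ADP-Glo luminescence; concentration-response curves fitted and classed by quality.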
KCNH2 3.1 block = qHTS for Inhibitors of KCHN2 3.1: Mutant qHTS; Potassium voltage-gated channel subfamily H member 2, brain isoform KCNH2 3.1 (human); U2OS KCNH2 3.1, thallium flux FluxOr; hits give low values; activity change, % (tested at about 1.8 µM); actives 0.95% (n = 340,000); AID 720553, 2013;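 active = maximum activity change below -70%; inconclusive = maximum activity change from -70% to -50%; inactive = maximum activity change above -50%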;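 also: thallium influx rate constant from kinetic fluorescence after stimulation buffer; % is scaled to controls: 0 for no effect and ±100 for the full control effect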
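Kinetic fluorescence (2 min after stimulation buffer) measures Tl+ influx through KCNH2 3.1 expressed by viral transduction in U2OS cells; the rate constant is normalized against DMSO controls serving as positive and negative references.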
Gal4-VP16 FLuc = VP16 counterscreen qHTS for inhibitors of ROR gamma transcriptional activity | Potency, µM (titrated, usually from 53.6 µM), without a hit: at the top dose activity, negative = inhibition, hits mostly inhibitors | actives 3.5% (n = 310,000) | Drosophila S2 Gal4-VP16 UAS-luciferase, luminescence, 20 h;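 also: Gal4-VP16 expression switched on by copper sulfate through the metallothionein promoter; potency is read from the fitted curve at half-maximal effect; % is scaled to controls: 0 for no effect and ±100 for the full control effect; nearly all actives have a fitted effect of over 50% in size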
ELG1 genotoxic = qHTS screen for small molecules that induce genotoxicity in human embryonic kidney (HEK293T) cells expressing luciferase-tagged ELG1. HEK293T ELG1-luciferase reporter, luminescence, 16 h. Potency, µM (top dose mostly 46 µM), inactives show at the top dose activity change, positive = activation, most hits filed as activators. actives 1.3% (n = 330,000); also: potency is read from the fitted curve at half-maximal effect; % of control where 0% means no effect; nearly all actives have a fitted effect of over 60% in size
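Step 1: seed 2,000 HEK293T ELG1-luciferase cells per well. Step 2: add compound or DMSO, incubate 16 hr at 37 °C. Step 3: ONE-Glo, 30 min at room temperature, read luminescence.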
RORgamma inh = qHTS for inhibitors of ROR gamma transcriptional activity | Nuclear receptor ROR-gamma (Mus musculus), P51450 | Drosophila S2 Gal4-RORgamma UAS-luciferase reporter, 20 h | Potency, µM (highest dose often 53.6 µM), for the others: top-dose activity change, negative = inhibition, usual class: inhibitors | actives 5.4% (n = 310,000) | AID 2551, 2010; also: potency is read from the fitted curve at half-maximal effect; % is scaled to controls: 0 for no effect and ±100 for the full control effect; nearly all actives have a fitted effect of over 60% in size
Target sequence (P51450 whole entry, looked up, the tested form may be a part): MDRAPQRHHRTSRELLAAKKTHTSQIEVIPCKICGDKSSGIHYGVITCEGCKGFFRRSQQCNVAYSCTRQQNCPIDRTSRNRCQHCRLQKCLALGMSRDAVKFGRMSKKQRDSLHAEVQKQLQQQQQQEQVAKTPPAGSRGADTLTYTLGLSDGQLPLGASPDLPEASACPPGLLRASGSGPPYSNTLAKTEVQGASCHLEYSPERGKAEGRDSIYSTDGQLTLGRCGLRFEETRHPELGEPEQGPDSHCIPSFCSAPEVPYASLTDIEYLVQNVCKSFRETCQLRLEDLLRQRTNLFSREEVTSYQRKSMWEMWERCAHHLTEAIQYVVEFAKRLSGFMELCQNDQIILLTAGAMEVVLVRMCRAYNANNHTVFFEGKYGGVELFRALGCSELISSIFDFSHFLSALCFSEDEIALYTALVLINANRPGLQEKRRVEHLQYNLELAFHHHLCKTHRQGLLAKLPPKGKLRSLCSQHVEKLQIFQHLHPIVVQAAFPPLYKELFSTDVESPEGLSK
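Luminescence from a UAS-regulated Photinus luciferase reporter in stably transfected Drosophila Schneider cells is measured; decreased signal marks ROR gamma inhibition. Fusion expression is induced by 700 uM copper sulfate for 20 hr.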
uPA surface inh = qHTS for Inhibitors of Cell Surface uPA Generation. cell surface uPA generation assay, qHTS. Potency, µM (doses to about 38.3 µM), for the others: top-dose activity change, negative = inhibition, hits mostly inhibitors. actives 0.31% (n = 330,000). AID 540303, 2011; active = well fitted inhibition curve with a large enough effect; inconclusive = small, poorly fitted or top-dose-only effect; inactive = no such curve, though single readings can be large or run the other way; tested in mouse RAW 264.7 cells; also: potency is read from the fitted curve at half-maximal effect; % is scaled to controls: 0 for no effect and ±100 for the full control effect; nearly all actives have a fitted effect of over 55% in size
NPC1 promoter act = qHTS Assay for NPC1 Promoter Activators; Huh7 NPC1 promoter luciferase reporter, 24 h; Potency, µM (doses to about 9.22 µM), without a hit: at the highest dose activation, usual class: activators; actives 2.4% (n = 320,000);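 also: potency is read from the fitted curve at half-maximal effect; % of control where 0% means no effect; nearly all actives have a fitted effect of over 60% in size; reporter is driven by a mutant NPC1 promoter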
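Huh7 cells stably carrying NPC1 promoter–luciferase, plated in Opti-MEM with 10% FBS for 2 h, were exposed to compound in DMSO for 24 h at 37 °C; luciferase reagent was added for 10 min and luminescence read.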
Rab9 prom act = qHTS Assay for Rab9 Promoter Activators | Potency, µM (titrated, usually from 9.22 µM), for the others: at the highest dose activation, negative = inhibition, most hits filed as activators | actives 2.8% (n = 320,000) | Huh7 Rab9 promoter-luciferase reporter, luminescence, 24 h | AID 485297, 2010; also: potency is read from the fitted curve at half-maximal effect; % of control where 0% means no effect; nearly all actives have a fitted effect of over 60% in size
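Steps: seed 1500 Huh7 Rab9-luc cells per well, rest 2 h at 37 °C; add compound in DMSO; incubate 24 h; add luciferase reagent, 10 min ambient; read luminescence.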
Coupling enz = qHTS Assay for Inhibitors of Fructose-1,6-bisphosphate Aldolase from Giardia Lamblia: Coupling assay counterscreen | activity change, negative = inhibition, % at 58.2 µM, hits read low | AID 2472, 2010 | coupling enzyme system counterscreen, AmpLite Red fluorescence | actives 0.67% (n = 290,000); in the data active = activity change below about -30%; also: % is scaled to controls: 0 for no effect and ±100 for the full control effect
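Compounds tested against the coupling enzymes alone at 57.5 uM final; readout was AmpLite Red fluorescence (525/598 nm) after 20 min at RT.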
Giardia kill = Small Molecules that selectively kill Giardia lamblia: qHTS; activity change, % at 7.66 µM, hits read low; actives 0.15% (n = 340,000); Giardia lamblia trophozoite viability; AID 540267, 2011; in the data active = activity change below about -80%; inconclusive = between about -30% and that limit;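 also: parasites exposed to compound for two days anaerobically before the ATP read; % is scaled to controls: 0 for no effect and ±100 for the full control effect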
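Giardia lamblia trophozoites (100 cells/well) were incubated with compounds for 48 h at 37 deg C under anaerobic conditions. Viability was read as ATP content by one-step luminescence after 15-30 min at room temperature.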
* = called active by the depositor; ? = inconclusive; · = no result given; & = joins results of further samples; [ ] = dose if it differs, or a comment. Unless noted, calls follow the shape of the dose curve; as a rule, active = well fitted curve in the direction sought with a large enough effect; inconclusive = small, poorly fitted or top-dose-only effect, or another doubt; inactive = no such curve, though single readings can be large; an effect the other way counts as inactive or inconclusive.

molecule	FLuc counter	Tb PFK inh	KCNH2 3.1 block	Gal4-VP16 FLuc	ELG1 genotoxic	RORgamma inh	uPA surface inh	NPC1 promoter act	Rab9 prom act	Coupling enz	Giardia kill
CCN1CCN(CCCNC(=O)CS(=O)(=O)Cc2nc(-c3ccccc3C)oc2C)CC1	0%&2%	1%	13	-12%	0%	-21%	-8%	-4%	3%	1	-23
COC(=O)Oc1cncc(C(=O)O)c1	9%	0%	13	-1%	1%	-14%	2%	2%	-2%	1	-28
COc1ccccc1NS(=O)(=O)c1cc(N)ccc1N1CCOCC1	·	?	-6	·	5%	·	2%	·	·	·	-1
Cc1ccc2[nH]c(=O)c(C(c3nnnn3C3CCCC3)N(Cc3cccnc3)Cc3ccco3)cc2c1 (stereo not given)	-10%	4%	-18	-1%	-7%	?	1%	0%	-14%	0	1
O=[N+]([O-])c1cc(S(=O)(=O)N2CCCC2)ccc1OCc1ccccc1	1%	0%	-8	-14%	0%	-20%	2%	4%	7%	1	-16
CCC(C)C(=O)Nc1nnc(CCc2ccccc2)s1 (stereo not given)	-9%	0%	9	8%	2%	-3%	0%	9%	12%	1	5
O=C(CCc1ccccc1)NNC(=O)COc1ccccc1Cl	1%	0%	3	6%	6%	13%	-3%	-2%	7%	2	21
COc1ccc(C(=O)Nc2nnc(C3=COCCO3)o2)cc1OC	-3%	1%	·	1.8µM*	3%	1.6µM*	-9%	-5%	0%	·	8
CC(C)Cn1nc(C(=O)OCC(=O)NCC(F)(F)F)c2ccccc2c1=O	-1%	-2%	-2	8%	1%	-3%	9%	-4%	-3%	2	22
Cc1nnc(SC(C)C(=O)Nc2ccc(Cl)cc2Cl)[nH]c1=O (stereo not given)	·	0%	1	·	-3%	·	1%	·	·	·	23
Cc1cccc(-c2c3c(=O)n(C)c(=O)n(C)c3cn2C2CCCCC2)c1	5%	0%	2	3%	-6%	-16%	·	0%	-8%	·	13
C[C@@H]1NC(=O)[C@@]2(C)[C@@H](c3ccccc3)[C@H]3COc4ccccc4[C@@H]3N2C1=O	3%	0%	14	·	1%	·	8%	0%	6%	·	9
Cc1c(C(=O)NCCn2ccc3ccccc32)cccc1[N+](=O)[O-]	4%	-1%	-25	0%	-3%	?	-1%	0%	1%	1	8
Cc1ccc(C(=O)N2C3=C(CCCC3)C(=O)NC23CCCCC3)cc1	-4%	-6%	-5	-13%	0%	31%	6%	1%	-3%	0	14
NC(=O)c1nsc(C(=O)N(CC(=O)NC2CCCC2)Cc2ccc3c(c2)OCO3)c1N	0%	0%	-20	1%	-4%	7%	-14%	-10%	1%	-3	-22&7
CCOc1ccc(NS(=O)(=O)c2ccc(OCC(=O)NCc3ccncc3)cc2)cc1	1%	0%	1	0%	1%	-13%	-3%	-1%	-2%	·	9
O=C(NN=C1CCCCCC1)c1cccs1	-18%	-3%	-2	-3%	9%	-12%	-1%	-5%	-4%	3	-27
Cc1ccccc1CC(=O)Nc1ccc(S(=O)(=O)N2CCOCC2)cc1	2%	-1%	17	·	0%	·	-6%	1%	-1%	2	?
CCOC(=O)c1c(NC(C)=O)sc2c(O)c(Br)cc(Br)c12	-3%	-7%	-11	-2%	1%	29%	2%	0%	-1%	-28	-17
COc1ccc(C)c2sc(=NC(=O)c3cccc(N4C(=O)CCC4=O)c3)n(C)c12	6.7µM*	2%	-32	23%	?	13%	?	?	?	-5	24
CCOC(=O)c1c(NC(=O)C(C)Sc2nnc(C)c(=O)[nH]2)sc2c1CCCC2 (stereo not given)	0%	0%	8	4%	1%	30%	0%	-5%	-1%	8	-7
O=c1c2c(-c3cccs3)csc2ncn1/N=C/c1ccc(OC(F)F)cc1	-1%	0%	4	0%	0%	26%	·	5%	-4%	-3	8
Cc1cc(C)c(NC(=S)N(CCN2CCCCC2)Cc2ccco2)c(C)c1	5%	-6%	9	-8%[10 µM]	0%	10µM*	0%	-5%	-2%	-1	-5
CCC(C)c1ccc(S(=O)(=O)Nc2cccnc2)cc1 (stereo not given)	0%	-7%	-3	?	-4%	?	6%	-7%	-5%	6	30[activator]
O=C(COC(=O)Cc1ccc(F)cc1)NC1CCCCC1	0%	0%	31	·	1%	·	3%	-3%	-4%	·	5
O=C(NCC(=O)N(c1cccc(F)c1)C(C(=O)NC1CCCC1)c1cccnc1)c1cccs1 (stereo not given)	-1%	1%	2	-3%	1%	28%	9%	-1%	0%	-3	-15
COc1cccc(-c2cccc(NC(=O)C3CCN(CC4CCOC4)CC3)c2)c1 (stereo not given)	0%	1%	3	-4%	1%	-23%	4%	-3%	-5%	1	-8
COc1ccccc1-n1c(CCC(=O)O)ccc1-c1ccccc1	2%	-2%	-16	3%	2%	-9%	-4%	-8%	1%	11	-5
CC1(C)Cc2c(cnn2-c2ccc(F)cc2)C(NC(=O)c2ccoc2)C1 (stereo not given)	-2%	-2%	-81*	3%	2%	16%	-2%	-3%	-9%	1	-13
COc1ccccc1N(C)S(=O)(=O)c1ccc(C(=O)OCC(=O)NCc2ccco2)cc1	3%	-3%	3	-6%	5%	0%	-7%	-6%	0%	2	5
C[C@@H](NC(=O)C1(c2ccccc2)CCN(C(=O)OC(C)(C)C)CC1)C(=O)N[C@@H](Cc1ccccc1)C(=O)O	-1%	0%	-6	-3%	-1%	5%	-1%	-2%	0%	5	2
O=C(Cn1nc(C(F)(F)F)c2c1CCCC2)NCc1ccco1	-1%	2%	3	6%	0%	-13%	2%	-1%	-1%	1	17
N#Cc1ccc2[nH]c(CO)c(-c3ccccc3)c2c1	1%	-3%	-9	-2%	-6%	20%	-13%	0%	1%	4	11
CCC(=O)NC(=S)Nc1cccc(NC(=O)CC)c1	14%	0%	6	3%	1%	-21%	2%	-3%	-9%	3	10
COC(=O)c1ccccc1N(C)S(C)(=O)=O	0%	-1%	-25	-6%	-1%	-7%	0%	-4%	-1%	0	-10
Cc1noc(NS(=O)(=O)c2ccc(N/C=C/C(=O)c3cccnc3)cc2)c1C	?	-1%	3	·	3%	-18%[0.365 µM]	-10%	1%	-1%	1	5
CC(=O)Nc1ccc(NC(=O)C(C)OC(=O)/C=C/c2cccs2)cc1 (stereo not given)	-9%	0%	4	-16%	-1%	7%	1%	0%	0%	0	-12
CCOC(=O)C1CCN(c2cc(=O)n(-c3ccccc3Cl)c(=O)[nH]2)CC1	1%	2%	9	-9%	1%	15%	8%	-3%	9%	0	-16
COC(=O)CN1C(=S)N(c2ccc(F)cc2)C(=O)C1CC(=O)Nc1ccccc1 (stereo not given)	2%	-4%	-6	8%	-4%	-21%	2%	-3%	-5%	-1	-11
Cc1nn(Cc2ccc(Cl)cc2Cl)c(C)c1NC(=O)CCl	-2%	-1%	-8	?	-12%	?	-14%	-19%	-39%[inhibitor]	-1	0
Cc1ccc(NCCC(=O)c2cccc([N+](=O)[O-])c2)c(C)c1	24µM*	-3%	?	?	11%	10µM*	·	1%	0%	-1	-4
COc1ccc(Oc2ccc(C(F)(F)F)cc2NC(=O)c2ccc(C)cc2)cc1	4%	3%	1	-10%	-6%	7%	-15%	-4%	-6%	-8	-24
CNS(=O)(=O)c1ccc(NC(=O)c2cc(-c3ccncc3)nc3ccc(Cl)cc23)cc1	0%	-2%	12	-4%	12%	-28%	-6%	0%	7%	0	18
